From PubChem BioAssay
MEP2-GFP yeast: yeast TOR pathway MEP2-GFP modulation; GFP response vs DMSO, % at 10 µM; 330,000 compounds, 0.51% hits; S. cerevisiae MEP2-GFP strain, flow cytometry GFP, 3 h; 100% = DMSO control level; AID 2016;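 active means GFP response versus DMSO above a set limit, roughly screen mean plus 3 SD, cut at about 180% in these data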;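 further: median GFP fluorescence of the barcode-gated MEP2-GFP cells per well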
RPL19A TOR yeast: alters RPL19A-GFP fluorescence in TOR pathway yeast screen; S. cerevisiae RPL19A-GFP strain, flow cytometry, 3 h; hits give low values; percent response vs DMSO, % at 10 µM; 330,000 compounds, 0.3% hits; AID 2025;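 active means percent response vs DMSO below 50%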;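 further: median channel GFP fluorescence of the barcoded RPL19A-GFP strain; ratio of sample median GFP to plate DMSO average so 100% = DMSO; lower means less RPL19A-GFP as with rapamycin TOR inhibition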
AHR activator: activators of human aryl hydrocarbon receptor. P35869. AHR-responsive luciferase reporter cells, luminescence. activation, % at 5 µM. 320,000 compounds, 2.5% hits. AID 2796; in the data active means activation above about 47%;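 further: 0% = vehicle wells and 100% = reference agonist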
Target sequence (P35869 whole entry, looked up): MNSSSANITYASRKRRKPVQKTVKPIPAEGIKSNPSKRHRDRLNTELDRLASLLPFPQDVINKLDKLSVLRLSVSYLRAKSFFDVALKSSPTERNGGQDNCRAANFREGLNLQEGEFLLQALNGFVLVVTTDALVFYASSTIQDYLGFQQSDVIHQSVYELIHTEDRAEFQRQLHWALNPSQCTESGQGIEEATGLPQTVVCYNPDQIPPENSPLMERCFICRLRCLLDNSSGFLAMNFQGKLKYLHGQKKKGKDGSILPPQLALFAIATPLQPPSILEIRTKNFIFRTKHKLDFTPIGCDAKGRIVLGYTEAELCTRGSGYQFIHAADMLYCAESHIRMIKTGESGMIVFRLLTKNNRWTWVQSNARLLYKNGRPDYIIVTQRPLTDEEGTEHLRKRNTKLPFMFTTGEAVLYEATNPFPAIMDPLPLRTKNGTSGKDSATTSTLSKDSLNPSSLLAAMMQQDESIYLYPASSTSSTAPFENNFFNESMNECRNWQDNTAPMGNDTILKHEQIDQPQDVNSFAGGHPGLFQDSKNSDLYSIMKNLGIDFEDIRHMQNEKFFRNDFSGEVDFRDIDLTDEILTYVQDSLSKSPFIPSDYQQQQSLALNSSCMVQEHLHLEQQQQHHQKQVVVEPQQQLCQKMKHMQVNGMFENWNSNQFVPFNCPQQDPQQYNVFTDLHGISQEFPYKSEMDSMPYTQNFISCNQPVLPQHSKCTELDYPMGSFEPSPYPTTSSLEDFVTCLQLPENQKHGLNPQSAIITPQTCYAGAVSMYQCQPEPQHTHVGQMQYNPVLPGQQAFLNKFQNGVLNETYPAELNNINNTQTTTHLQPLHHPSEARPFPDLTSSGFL
CIT2 TOR yeast: yeast TOR pathway CIT2-GFP modulation | S. cerevisiae CIT2-GFP strain, flow cytometry, 3 h; 100 means same as DMSO wells | GFP response vs DMSO, % at 10 µM | 320,000 compounds, 0.065% hits | AID 2029;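 active means GFP response relative to DMSO above a set limit, near the screen mean plus 3 SD, cut at about 150% in these data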;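 further: ratio of well median GFP fluorescence to mean of DMSO wells on the plate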
Efflux pump mplx: inhibitors of Candida antifungal efflux pumps expressed in yeast; AID 485275; S. cerevisiae Candida pump triplex, Nile Red efflux; inhibition, % at 10 µM; 330,000 compounds, 0.44% hits;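 active means plate passing quality check with inhibition over a set limit, or well fluorescence over plate mean plus 4 SD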;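 further: Nile Red retained in pooled yeast measured as flow cytometry median fluorescence; 0% = buffer negative control and 100% = Enniatin B positive control; higher means more Nile Red kept so more efflux inhibition; some compounds called inactive have numbers as strong as hits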
CR mimetic SO: caloric restriction mimetics inhibiting age-related superoxide in yeast. AID 2690. superoxide response (% of plate mean), % at 10 µM. 330,000 compounds, 0.18% hits. S. cerevisiae aged cells, superoxide DHE fluorescence; hits give low values;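 active means superoxide response under a set limit, about three screen SD below normal, cut at about 65% in these data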;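 further: yeast aged for seven days with compound at 30 °C before DHE staining; 100% = average MFI of all compound-treated wells on the plate with controls excluded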
AGP1-GFP MLPCN: modulators of TOR pathway AGP1-GFP in S. cerevisiae | 320,000 compounds, 0.02% hits | S. cerevisiae AGP1-GFP multiplex flow cytometry, 3 h; GFP as percent of DMSO wells | AID 2066 | GFP response vs DMSO, % at 10 µM;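 active means GFP response relative to DMSO above a set limit, near screen average plus 3 SD, cut at about 150% in these data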;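 further: median GFP channel fluorescence of the gated AGP1 strain per well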
LAP4 TOR yeast: yeast TOR pathway LAP4-GFP modulation; AID 2023; 320,000 compounds, 0.34% hits; GFP response vs DMSO, % at 10 µM; S. cerevisiae LAP4-GFP multiplex, flow cytometry GFP, 3 h; median GFP as percent of DMSO wells;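 active means GFP response vs DMSO above a set limit, about the screen mean plus 3 SD, cut at about 150% in these data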
* hit, by the source's call; / = not tested or not shown.

SMILES	MEP2-GFP yeast	RPL19A TOR yeast	AHR activator	CIT2 TOR yeast	Efflux pump mplx	CR mimetic SO	AGP1-GFP MLPCN	LAP4 TOR yeast
COc1ccccc1CN=C1NC(=O)C(CC(=O)Nc2ccc(C(C)=O)cc2)S1 (stereo not drawn)	99	98	3	100	0.4	88	105	107
O=C(NCc1ccco1)C(=O)NCC1OCCCN1S(=O)(=O)c1ccccc1 (stereo not drawn)	103	105	1	114	0.2	105	107	99
O=C(O)C1C2C=CC(C2)C1C(=O)NCc1ccccn1 (stereo not drawn)	100	98	1	102	0.0	95	101	100
CN(Cc1ccc(OC(F)F)cc1)C(=O)/C=C/c1ccc(S(=O)(=O)N2CCOCC2)cc1	104	107	0	102	0.0	93	104	101
COc1ccc(-c2oc3ccccc3c2C(=O)OCc2ccccc2OC)cc1	104	99	8	98	0.1	93	102	98
CCOC(Cn1ccc(=O)[nH]c1=O)OCC	98	97	2	109	-0.1	93	102	105
COc1cc(C(=O)NNC(=O)c2cccn2C)cc(OC)c1OC	92	98	-1	107	-0.1	103	106	107
CCn1c(SCC(=O)Nc2nc(C)c(C)s2)nnc1-c1cccnc1	106	97	3	103	-0.2	95	105	96
COCCN1CC(C(=O)NCc2ccccc2-n2ccnc2C)CCC1=O (stereo not drawn)	98	105	1	104	0.1	106	101	97
COC1(OC)N=C(N)C2(C#N)C(c3ccccc3)NC(C)=CC12C#N (stereo not drawn)	100	112	9	102	-0.1	83	112	114
CCN(CC)c1ccc(NC(=O)Cn2cc3c(n2)CCC(C)C3)c(C)c1 (stereo not drawn)	100	98	6	100	0.5	99	107	104
CC(C)OCCCNC(=O)c1ccccc1Oc1ccccc1	96	96	3	87	0.4	91	90	99
O=C(C1=C(O)C(=O)N(Cc2ccco2)C1c1ccccc1)c1cccs1 (stereo not drawn)	97	104	2	99	-0.1	94	105	100
CC(C)c1nnc(NC(=O)CCC2CCCCC2)s1	105	100	16	103	0.1	112	92	93
O=S(=O)(/N=C(\[O-])C[n+]1ccccc1)c1ccc(Cl)cc1	106	99	0	102	0.1	115	97	102
COc1ccc(NC(=O)Nc2ccccc2SC)c(OC)c1	98	103	34	105	0.0	113	97	91
CCN(CC)S(=O)(=O)c1ccc(OC)c(NC(=O)c2ccc(OC)c([N+](=O)[O-])c2)c1	105	96	0	88	0.0	91	96	103
CCOc1ccccc1N1CCN(C(=O)c2c(-c3ccccc3Cl)noc2C)CC1	104	108	6	104	0.2	104	101	97
O=c1[nH]c(=O)n(Cc2ccccc2)c2nc(-c3cccs3)n(CCO)c12	104	91	1	81	0.2	100	92	93
Cc1ccc(S(=O)(=O)N2CCC(N3CCCCCC3)CC2)cc1	104	102	-2	105	-0.1	90	102	95
O=C(NCc1ccc2c(c1)OCO2)c1cccc(C(=O)NCc2ccc3c(c2)OCO3)c1	93	91	2	86	0.1	106	92	88
C=CC[n+]1ccc2ccccc2c1C	103	88	-1	89	-0.1	103	89	92
COc1ccc(/C=N/NS(C)(=O)=O)c(OC)c1	101	106	2	103	0.0	92	102	90
Cc1cc(C)c2c(n1)SCC(=O)N2CC(=O)Nc1ccc(Br)c(C)c1	100	99	10	98	0.1	143	98	102
CCCCN1C=CC(=C2C(=O)c3ccccc3C2=O)C=C1	107	102	-14	103	0.0	110	100	94
COc1ccc(S(=O)(=O)Nc2ccc3c(c2)OCO3)cc1OC	102	97	3	90	0.1	105	102	94
O=C(NCc1ccccn1)NC12CC3CC(CC(C3)C1)C2	99	100	1	89	-0.1	93	99	/
COc1ccc(N(C(=O)c2csnn2)C(C(=O)NC2CCCC2)c2ccccc2)cc1 (stereo not drawn)	103	99	-4	102	0.1	99	101	97
Cc1nn(S(=O)(=O)c2ccc(Cl)cc2)c(C)c1S(=O)(=O)N1CCOCC1	99	94	2	93	0.0	92	95	92
COc1ccc(C(=O)CN2C(=O)C(C)(C)Oc3ccc(C(=O)N4CCCCCC4)cc32)cc1	100	94	0	93	0.2	109	95	95
CCOCCCNS(=O)(=O)c1ccc(NC(=O)N2c3ccccc3Sc3ccccc32)cc1	95	93	1	92	-0.1	107	93	104
CC1CCN(S(=O)(=O)CCNC(=O)c2ccccc2)CC1	97	99	0	103	0.0	97	105	106
CCNC(=O)CSC1=N/C(=C\c2ccc(O)c(OCC)c2)C(=O)N1c1ccc(OC(F)F)cc1	100	104	0	101	-0.9	71	104	95
COc1ccc(/C=N/NC(=O)c2nnn(-c3nonc3N)c2-c2cccc(OC)c2)cc1	100	98	2	99	0.0	116	98	92
O=C(Cn1nnc2ccccc21)N/N=C\c1cccs1	89	102	11	98	0.1	90	101	100
CCOc1ccc(C(=O)NC(C(=O)NCC2CCCO2)C(C)C)cc1 (stereo not drawn)	100	99	0	117	0.0	98	112	109
COc1cc(OC)c(NC(=O)C2CCN(S(=O)(=O)c3ccc4c(c3)CC(C)N4C(C)=O)CC2)cc1Cl (stereo not drawn)	104	102	8	103	-0.1	121	107	92
CC(C)CCNc1nc(N)c([N+](=O)[O-])c(NCC2CCCO2)n1 (stereo not drawn)	97	98	4	102	-1.0	120	96	88
Cc1nn(-c2ccccc2)c(Cl)c1C(=O)Nc1ccc(N2CCOCC2)cc1	100	98	6	96	-0.1	79	95	98
O=C(c1ccc(NS(=O)(=O)c2ccc3[nH]c(=O)[nH]c3c2)cc1)N1CCN(c2ccccc2)CC1	89	95	-1	89	0.1	96	93	92
CN1CCN(c2ccc(NC(=O)c3cccc(S(=O)(=O)N4CCCC4)c3)cc2)CC1	95	92	2	95	-0.1	109	100	92
CC(C)c1ccc(OCC(=O)NCc2ccccc2)cc1	92	96	15	95	0.0	98	95	91
CC(C)Cn1c2c(c(O)c(C(=O)Nn3c(Cc4ccccc4)nc4ccccc4c3=O)c1=O)CCCC2	102	101	-1	101	0.7	86	102	96
COc1ccc(OC)c(S(=O)(=O)N2CCC(C(=O)NCCC3=CCCCC3)CC2)c1	101	97	1	90	0.1	98	97	101
CCN(c1ccccc1)S(=O)(=O)c1ccc(Cl)c(C(=O)N2CCCC2)c1	104	98	0	95	0.1	96	98	98
Cc1cc2n(n1)SC(Nc1ccc(F)c(Cl)c1)N2 (stereo not drawn)	103	99	89*	106	0.0	96	104	108
COc1ccc(NC(=O)Nc2nnc(-c3ccccc3F)s2)cc1	107	113	71*	108	0.0	97	106	105
COc1ccccc1/C=C1\S/C(=N/NC(=O)c2cccc(Br)c2)NC1=O	89	89	9	87	0.1	100	93	86
Cc1ccc(NC(=O)c2noc3c2CCCCC3)cc1C	97	99	-10	93	0.3	111	92	100
Cn1ccnc1SCC(=O)Nc1cc(S(=O)(=O)N2CCOCC2)ccc1Cl	96	101	2	97	-0.1	96	97	91
N#Cc1cccc(C(=O)OCC(=O)N2CCCc3ccccc32)c1	98	98	2	108	0.0	93	109	103
O=C(Cc1ccccc1)Nc1ccc(NC(=O)c2cccs2)c(Cl)c1	110	114	9	111	-0.1	139	107	101
Cc1cnc(C(=O)OC(C)C(=O)Nc2ccc3c(c2)OCCO3)cn1 (stereo not drawn)	103	100	-3	98	0.1	99	102	101
CCn1cc(C(=O)NCCCN2CCCC(C)C2)c(=O)c2cc(S(=O)(=O)N3CCOCC3)ccc21 (stereo not drawn)	93	97	1	104	0.1	86	103	114
N#C/C(=C(/O)COC(=O)CCC1CCCCC1)c1nc2ccccc2[nH]1	99	104	12	91	0.0	104	106	114
CCOC(=O)C1=C(C)NC(C)=C(C(=O)OCC)C1C(=O)OCC(=O)NCCc1ccccc1	95	95	6	90	0.1	98	100	97
Cc1cccc(N2CCN(C(=O)c3cc(=O)[nH]c4ccccc34)CC2)c1C	108	104	2	106	-0.2	113	106	101
CC(CCn1cccn1)NC(=O)CCc1nnc(CCc2ccccc2)o1 (stereo not drawn)	102	105	3	107	-0.1	113	108	92
CCOc1ccc(CN(C)C(=O)Cc2c[nH]c3ccccc23)cc1	92	94	/	89	-0.2	107	91	90
Cc1ccc(S(=O)(=O)N2CCCN(S(=O)(=O)c3ccc(C)cc3)CC2)cc1	96	99	1	95	-0.4	100	105	102
More records follow.
SMILES	MEP2-GFP yeast	RPL19A TOR yeast	AHR activator	CIT2 TOR yeast	Efflux pump mplx	CR mimetic SO	AGP1-GFP MLPCN	LAP4 TOR yeast
CCCCC1=CC2=CC(=O)C(C)(OC(=O)CC)C(=O)C2=CN1c1ccccc1 (stereo not drawn)	94	90	4	54	0.3	97	60	107
COc1ccc(OCC(=O)Nc2cccc(S(=O)(=O)N(C)c3ccccc3)c2)c([N+](=O)[O-])c1	95	95	0	101	-0.3	84	98	92
O=C(NCc1ccccn1)C12CC3CC(CC(C3)C1)C2	98	100	2	99	0.0	84	101	92
COc1ccc(-c2onc3ccc(Br)cc23)cc1	94	97	8	103	-0.1	105	96	107
CC(CC(=O)NCc1ccco1)S(=O)(=O)c1ccc2c(c1)CCN2C(=O)C1CC1 (stereo not drawn)	97	100	1	104	0.0	92	105	109
O=C(CCCN1C(=O)c2cccc3cccc(c23)C1=O)NCc1ccco1	96	95	-8	91	0.1	100	94	94
O=C(NNC(=O)C1CC(c2cccs2)=NO1)NC1CCCCC1 (stereo not drawn)	94	97	1	93	-0.1	103	97	118

Compounds from the list above with a Cl atom, in the order listed:
SMILES	MEP2-GFP yeast	RPL19A TOR yeast	AHR activator	CIT2 TOR yeast	Efflux pump mplx	CR mimetic SO	AGP1-GFP MLPCN	LAP4 TOR yeast
O=S(=O)(/N=C(\[O-])C[n+]1ccccc1)c1ccc(Cl)cc1	106	99	0	102	0.1	115	97	102
CCOc1ccccc1N1CCN(C(=O)c2c(-c3ccccc3Cl)noc2C)CC1	104	108	6	104	0.2	104	101	97
Cc1nn(S(=O)(=O)c2ccc(Cl)cc2)c(C)c1S(=O)(=O)N1CCOCC1	99	94	2	93	0.0	92	95	92
COc1cc(OC)c(NC(=O)C2CCN(S(=O)(=O)c3ccc4c(c3)CC(C)N4C(C)=O)CC2)cc1Cl (stereo not drawn)	104	102	8	103	-0.1	121	107	92
Cc1nn(-c2ccccc2)c(Cl)c1C(=O)Nc1ccc(N2CCOCC2)cc1	100	98	6	96	-0.1	79	95	98
CCN(c1ccccc1)S(=O)(=O)c1ccc(Cl)c(C(=O)N2CCCC2)c1	104	98	0	95	0.1	96	98	98
Cc1cc2n(n1)SC(Nc1ccc(F)c(Cl)c1)N2 (stereo not drawn)	103	99	89*	106	0.0	96	104	108
Cn1ccnc1SCC(=O)Nc1cc(S(=O)(=O)N2CCOCC2)ccc1Cl	96	101	2	97	-0.1	96	97	91
O=C(Cc1ccccc1)Nc1ccc(NC(=O)c2cccs2)c(Cl)c1	110	114	9	111	-0.1	139	107	101
